Assay outcomes deposited in PubChem by Sanford-Burnham Center for Chemical Genomics.
CHOP UPR activ: activators of apoptotic CHOP UPR arm, primary screen, cell-based, CHO-CHOP luciferase reporter, luminescence, uHTS; UPR activation; percent of tunicamycin response over DMSO baseline; activation, % at 10 µM; hit rate 0.34% among 330,000; AID 449763, 2010;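 active means at 10 µM dose, activation of 40% or more, normalized to positive control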;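 further: 100% = tunicamycin at 10 µg/mL and 0% = DMSO alone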
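Material: CHO-CHOP cells, stable luciferase reporter of PERK-eIF2a-CHOP signalling; quantity: 500 reporter cells seeded per well; buffer or medium: F12 medium containing 10% fetal bovine serum; compound: one dose, 10 µM in 0.5% DMSO; incubation: 6 h compound treatment, 37 °C; measured by: Steady-Glo luciferase luminescence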
TIM10 inh: growth inhibitors of isogenic TIM10 control yeast, primary screen, counter-screen for tim10-1 yeast inhibitor project, luminescence, uHTS. AID 463195, 2010. hit rate 1.4% among 330,000. S. cerevisiae TIM10 strain growth, BacTiter-Glo luminescence, 24 h. inhibition, % at 10 µM;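 active means inhibition of 40% or more at the single tested concentration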;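 further: wild-type TIM10 isogenic control strain grown at permissive 25 °C; 0% = DMSO yeast wells and 100% = minimal medium wells without yeast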
Jurkat NFkB inh: inhibitors of induced NF-kB luciferase reporter, primary screen, TCR NF-kB activation inhibitor project, cell-based, luminescence, uHTS; Jurkat, PMA/ionomycin-induced NF-kB luciferase reporter; inhibition, % at 4 µM; hit rate 0.53% among 330,000; AID 435003, 2010; in the data active means inhibition above about 50%
697 NFkB inh: inhibitors of PMA/ionomycin-induced NF-kB reporter, 697 cells, primary screen, B-cell NF-kB inhibitor project, cell-based, luminescence, uHTS; 697 B-cell NF-kB luciferase reporter, 16 h; inhibition, % at 4 µM; hit rate 0.33% among 330,000; in the data active means inhibition above about 35%
tim10-1 inh: growth inhibitors of tim10-1 mutant yeast, primary screen, luminescence, uHTS. S. cerevisiae tim10-1 ts strain growth, BacTiter-Glo, 24 h. inhibition, % at 20 µM. hit rate 2.2% among 330,000;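 active means inhibition of at least 40%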;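 further: mutant grown at 25 °C; 0% = DMSO wells with yeast and 100% = wells holding no yeast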
tim23-1 inh: growth inhibitors of tim23-1 mutant yeast, primary screen, luminescence, uHTS. inhibition, % at 20 µM. S. cerevisiae tim23-1 growth, BacTiter-Glo luminescence, 24 h. hit rate 1.3% among 330,000;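 active means growth inhibition of the mutant yeast at or above 50%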;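 further: temperature-sensitive mutant grown at 25 °C; plate controls were DMSO-treated mutant yeast for no effect and medium wells lacking yeast for full effect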
UPR XBP1 act: activators of adaptive XBP1 UPR arm, primary screen, cell-based, CHO-XBP1 luciferase reporter, luminescence, uHTS; IRE1-XBP1 UPR activation; percent of tunicamycin response, DMSO as zero; activation, % at 20 µM; hit rate 0.33% among 330,000; AID 463104, 2010;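 active means versus positive control, 20 µM dose yields 30% or more activation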;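 further: 100% = tunicamycin at 10 µg/mL and 0% = DMSO only wells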
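Material: CHO cell line with stable XBP1 luciferase reporter; buffer or medium: F12 medium containing 10% fetal bovine serum; compound: single point, 20 µM final compound, 1% DMSO; incubation: 6 h treatment, 37 °C; measured by: glow luminescence from Steady-Glo reagent; evaluation: activation, % of tunicamycin; control set: tunicamycin high, DMSO low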
Mdm2 MdmX PPI: inhibitors of human Mdm2-MdmX association, primary screen, cell-based, luminescence, split luciferase, SaOS-2, uHTS | Protein Mdm4 (Homo sapiens) + E3 ubiquitin-protein ligase Mdm2 (Homo sapiens), … | SaOS-2 split-luciferase Mdm2/MdmX complementation | inhibition, % at 8 µM | hit rate 3% among 330,000;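 active means inhibition of at least 50% at 8 µM in the primary screen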
Target sequence (O15151 whole entry, looked up): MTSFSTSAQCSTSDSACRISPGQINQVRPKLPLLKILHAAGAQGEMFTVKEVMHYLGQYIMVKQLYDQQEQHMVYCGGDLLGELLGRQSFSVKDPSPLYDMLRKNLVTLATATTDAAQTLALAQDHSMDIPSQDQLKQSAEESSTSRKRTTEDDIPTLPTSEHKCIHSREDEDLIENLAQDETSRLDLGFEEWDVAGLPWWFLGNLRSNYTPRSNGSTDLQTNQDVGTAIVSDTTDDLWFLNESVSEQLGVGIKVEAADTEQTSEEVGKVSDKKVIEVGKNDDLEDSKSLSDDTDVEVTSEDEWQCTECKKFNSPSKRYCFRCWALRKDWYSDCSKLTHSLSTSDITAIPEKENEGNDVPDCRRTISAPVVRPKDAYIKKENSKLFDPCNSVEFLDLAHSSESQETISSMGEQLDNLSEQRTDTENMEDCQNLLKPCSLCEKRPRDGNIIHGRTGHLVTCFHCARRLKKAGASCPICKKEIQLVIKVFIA
Target sequence (Q00987 whole entry, looked up): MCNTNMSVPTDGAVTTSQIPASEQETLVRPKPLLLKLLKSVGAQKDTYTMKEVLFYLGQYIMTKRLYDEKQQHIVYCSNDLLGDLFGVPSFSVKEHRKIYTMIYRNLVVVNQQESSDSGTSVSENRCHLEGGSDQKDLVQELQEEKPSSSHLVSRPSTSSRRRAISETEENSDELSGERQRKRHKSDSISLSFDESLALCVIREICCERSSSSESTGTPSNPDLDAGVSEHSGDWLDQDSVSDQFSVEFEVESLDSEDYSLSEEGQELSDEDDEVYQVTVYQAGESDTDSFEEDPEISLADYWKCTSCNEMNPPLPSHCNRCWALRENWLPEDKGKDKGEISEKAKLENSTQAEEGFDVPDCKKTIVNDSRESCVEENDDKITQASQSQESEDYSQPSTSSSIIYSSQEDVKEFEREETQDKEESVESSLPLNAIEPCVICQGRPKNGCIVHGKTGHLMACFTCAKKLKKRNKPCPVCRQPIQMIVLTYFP
* marks the source's active call; other numbers are inactive results.

SMILES | CHOP UPR activ | TIM10 inh | Jurkat NFkB inh | 697 NFkB inh | tim10-1 inh | tim23-1 inh | UPR XBP1 act | Mdm2 MdmX PPI
COc1ccc(C(=O)NCc2nnc(SCC(=O)Nc3ccccc3F)o2)cc1 | -1.4 | 8.0 | -8.9 | -9.7 | 2.8 | 15.2 | 3.4 | -14.4
COc1cc(CNC(=O)OCC(C)C)cc(OC)c1OC | 1.1 | -8.2 | 4.3 | 8.3 | -3.6 | 2.5 | 3.6 | -3.4
Cc1c(C)n2c(SCC(=O)Nc3cccc4ccccc34)nnc2[nH]c1=O | 9.0 | 0.8 | 6.4 | 1.3 | 2.4 | 7.5 | 2.0 | 4.8
Cc1cc(C)nc(SCc2cnc(C)nc2N)n1 | 1.1 | 6.9 | -7.3 | -6.9 | 6.5 | 12.8 | 1.1 | 14.2
CCCNS(=O)(=O)c1ccc(Oc2ncc(C(F)(F)F)cc2Cl)cc1 | -0.1 | 24.4 | 20.5 | -3.4 | 33.6 | 32.9 | 4.3 | 20.0
CC1CCN(S(=O)(=O)c2cccc(C(N)=O)c2)CC1 | 2.7 | -6.8 | 1.0 | 3.6 | 9.3 | 7.0 | -0.7 | 21.6
CCN(CC)CCOC(=O)c1ccc(NC(=O)/C=C/c2cccs2)cc1 | 2.4 | -3.2 | -48.4 | -83.2 | 14.7 | -0.4 | -2.5 | 22.3
CCOC(=O)N1N=C(c2ccc(OC)cc2)CC1(O)C(F)(F)F (centres undefined) | -0.9 | -7.2 | -88.5 | -117.7 | 17.5 | -8.4 | 0.0 | -24.5
Cc1cc(=O)oc2cc(OCC(=O)Nc3ccc(CN4CCOCC4)cc3)c(Cl)cc12 | -0.3 | 4.6 | 4.2 | -2.8 | 29.6 | 16.2 | -3.5 | 8.0
COc1ccc(CNC(=O)C2CCC(=O)N(CC3CCCCC3)C2)cc1 (centres undefined) | 3.1 | -1.4 | 16.8 | 21.0 | -4.0 | 12.5 | -3.5 | 8.5
COC(=O)CSCC(=O)Nc1nnc(-c2ccccc2C)s1 | -1.4 | -10.9 | -0.7 | 4.1 | -2.2 | -1.7 | 2.8 | -15.2
Cc1[nH]c2c(C)cccc2c1CCNC(=O)C1CCCCC1C(=O)OCC(F)(F)F (centres undefined) | 1.6 | 14.5 | 4.2 | -12.3 | 22.0 | 26.5 | -2.3 | 5.2
O=C(CSc1ccccc1)NCc1ccccn1 | 2.3 | -2.8 | 14.2 | 7.9 | 12.6 | 8.9 | -1.9 | 39.5
O=C(Cc1cccc2ccccc12)NNC(=O)c1ccc(Br)o1 | 0.5 | -6.0 | 3.6 | -11.5 | 11.8 | 11.1 | -2.5 | 12.0
Cc1cc(OCC(=O)Nc2ccncc2)cc(C)c1Cl | 4.3 | -4.0 | 46.2 | 16.2 | -47.6 | 13.2 | 0.0 | 10.6
CCN(C(=O)C1CSC2(C)CCC(=O)N12)c1nc2c(C)cccc2s1 (centres undefined) | 1.0 | -15.9 | -12.5 | -14.5 | -9.1 | 19.2 | 4.1 | 15.8
CCCCCCSc1ccc(-c2nc3cc(C)ccn3c2NC2CCCCC2)cc1 | -0.1 | -2.2 | 7.4 | -11.0 | 9.9 | 14.2 | -5.1 | 50.6*
O=C(COC(=O)c1cccc(S(=O)(=O)N2CCCCC2)c1)NC1CCCCC1 | -3.2 | 14.1 | -13.4 | -11.7 | 22.0 | 11.5 | -2.6 | -10.3
CCc1ccc2[nH]cc(C(=O)OCCOC)c(=O)c2c1 | 2.3 | -1.8 | 1.2 | 5.9 | -1.7 | 2.5 | -1.0 | -22.8
CC(NC(=O)C1CCN(S(=O)(=O)c2cccs2)CC1)c1cccc(Cl)c1 (centres undefined) | -1.7 | 4.6 | 4.7 | 16.1 | 5.5 | 0.6 | -0.9 | 10.9
CC(C)(C)[C@H]1C=C(C(=O)NCc2nc3ccccc3[nH]2)O[C@@H](OCCCCO)C1 | -0.1 | 8.4 | 9.5 | 14.0 | 7.0 | 13.1 | -1.2 | -14.7
Cc1ccc(/C=N/NC(=O)Cn2nnc(N)n2)o1 | 1.9 | -11.6 | 5.9 | 3.6 | -5.5 | 8.9 | -1.0 | -3.3
CC1(OC(=O)C2CCCC2)C(=O)C=C2C=C(c3ccsc3)N(Cc3ccc4c(c3)OCO4)C=C2C1=O (centres undefined) | -2.2 | 3.4 | -10.6 | 3.9 | 14.0 | 8.9 | -1.4 | -4.6
O=C(CSc1nnnn1-c1ccccc1)NCC1(N2CCOCC2)CCCCC1 | -0.5 | 13.6 | 0.8 | 4.3 | 17.2 | 11.8 | -2.2 | 4.0
CCN1C(=NCCOC)N[C@@H](c2ccccc2)[C@H](C(=O)OC)[C@H]1C | 1.1 | -0.3 | -10.5 | -4.3 | 2.8 | 5.5 | -2.3 | 3.7
O=[N+]([O-])c1ccc2nc(-c3ccccc3)[nH]c2c1 | 5.2 | 7.7 | -143.1 | -125.5 | 8.9 | 18.8 | 1.3 | -195.8
CC(=O)Oc1cccc(N2C(=O)c3cccc4c([N+](=O)[O-])ccc(c34)C2=O)c1 | 16.0 | 38.5 | 34.9 | -35.4 | 33.2 | 50.6* | -8.8 | 45.5
COc1ccccc1N1CCN(C(=O)COc2cccc(C)c2C)CC1 | -2.2 | -3.1 | 6.2 | -11.2 | 30.6 | 31.0 | 0.2 | 3.9
COc1ccc(Nc2cc(C)c3ccc(O)cc3n2)cc1 | 3.1 | -25.0 | -21.4 | -77.4 | -45.7 | 51.4* | 2.4 | 23.5
O=C(NCCCN1CCCC1=O)C1CCN(S(=O)(=O)c2cccc(C(F)(F)F)c2)CC1 | -0.2 | -14.5 | 12.2 | 18.0 | -21.7 | -72.3 | -3.1 | -9.1
CCOC(=O)CSc1nnc(CNC(=O)c2ccc([N+](=O)[O-])cc2)n1C | -0.9 | 16.2 | -6.1 | -10.3 | 15.0 | 4.1 | -1.0 | -4.0
CCN1CCN(CC(O)COC(C)C)CC1 (centres undefined) | -1.6 | 7.3 | -10.1 | -16.3 | -12.4 | 15.5 | 0.5 | -41.1
CC(=O)c1ccc(NC(=O)CC(NCCC2=CCCCC2)C(=O)O)cc1 (centres undefined) | 1.8 | 1.0 | 10.6 | 19.7 | 11.3 | 6.6 | 0.4 | 1.2
Cc1ccc(O)c(C(=O)c2cc(C#N)c(=O)n(Cc3ccccc3)c2)c1 | 1.4 | 1.5 | 8.8 | 1.8 | 3.1 | 7.4 | -1.3 | -15.6
CCn1c(CCNC(=O)c2ccc(Cl)c(Cl)c2)nnc1SCCOc1ccc(OC)cc1 | 3.7 | 34.2 | 1.8 | -10.1 | 30.4 | 21.5 | 0.1 | 2.0
Cc1ccc(/C=C/C(=O)CCC(=O)O)cc1 | 2.1 | 8.0 | -8.6 | -6.9 | 8.6 | 15.0 | -0.9 | 11.9
COc1cccc(/C=C/C(=O)OCC(=O)N2c3ccccc3NC(=O)C2(C)C)c1 | -2.3 | -13.3 | -3.2 | 16.3 | -3.8 | -3.1 | -3.0 | 18.8
CC(C)(C)N/N=C/c1c(O)n(-c2ccc(Cl)cn2)c(=O)c2ccccc12 | 2.4 | 18.2 | -25.5 | -36.1 | 30.2 | 32.7 | 1.9 | 3.2
CCn1c(CSc2nnc(-c3ccc4c(c3)OCO4)o2)nc2cc(S(=O)(=O)N(C)C)ccc21 | -0.4 | 6.0 | -11.3 | -9.3 | 29.1 | 3.5 | -0.2 | 13.0
CCOc1ccc(NC(=O)Nc2ccccc2C(N)=O)cc1 | 8.4 | 24.6 | -14.6 | 3.4 | 32.6 | 32.0 | 2.8 | 4.8
O=C(Cc1ccccc1)O/N=C1\CCCc2ccccc21 | -1.1 | 16.6 | -0.3 | 6.0 | 28.2 | 14.9 | 1.0 | 19.7
CCN(CC(=O)NCc1cccs1)C(=O)/C=C/c1ccc(Cl)c(Cl)c1 | -1.2 | -8.1 | 6.3 | 9.9 | 4.6 | 8.8 | 0.0 | 18.0
O=C(OCC(=O)N1CCCc2ccccc21)c1ccc(Br)o1 | -0.1 | -11.7 | -8.6 | 1.7 | 20.9 | 4.2 | -2.2 | 11.4
CC(=O)Nc1c(-c2ccc3ccccc3c2)nc2ccccn12 | 3.1 | -0.6 | -55.5 | -50.8 | -14.8 | -3.3 | 2.4 | -16.1
O=C(c1ccc(Cl)c(S(=O)(=O)N2CCOCC2)c1)N(c1ccccn1)C1CCCCC1 | 0.0 | 4.6 | -0.4 | 16.6 | 22.0 | 21.6 | -1.1 | -22.2
COc1cc(SC)ccc1C(=O)N(Cc1ccccc1)c1ccccn1 | -1.3 | 19.2 | -22.2 | -31.8 | 19.7 | 30.9 | 0.8 | -7.0
N#Cc1ccccc1S(=O)(=O)Nc1ccc2c(c1)OCCO2 | -0.8 | 4.1 | 1.4 | -1.4 | 10.0 | 19.4 | -7.1 | 8.2
O=C(Nc1cccc(O)c1)c1ccccc1[N+](=O)[O-] | 0.1 | 9.9 | 0.2 | 25.4 | -5.7 | 33.1 | 1.2 | -0.7
Cc1ccc(C)c(S(=O)(=O)N2CCN(C(=O)CSc3ccccc3F)CC2)c1 | 1.1 | 4.8 | -0.7 | -4.3 | 17.5 | 30.9 | -4.0 | 21.3
COc1ccc(NC(=O)c2n[nH]c(=O)c3ccccc23)cc1S(=O)(=O)N1CCCCC1 | -0.1 | -12.8 | 24.4 | 14.3 | -6.3 | 7.5 | 0.2 | 12.7
O=C(c1ccc(Cl)cc1)N1CCCC(C(=O)N2CCCCC2)C1 (centres undefined) | -1.0 | 4.0 | 1.8 | 8.4 | 10.9 | 14.7 | -4.8 | 14.8
O=C(NCCCN1CCOCC1)/C(=C/c1cccnc1)NC(=O)c1ccccc1 | -1.1 | -5.6 | -5.7 | -9.0 | 12.3 | 6.7 | -4.2 | 15.0
C#CCN(C(=O)Nc1ccccc1)c1ccccc1 | 2.8 | 6.6 | 16.2 | 11.8 | 7.7 | 11.7 | 0.9 | 4.3
O=S(=O)(c1ccc2c(c1)OCCO2)N1C[C@@H]2C[C@H]1CN2S(=O)(=O)c1c(F)cccc1F | -0.9 | -2.0 | -5.6 | 11.7 | 14.1 | 21.3 | -2.7 | 0.1
COC(=O)c1nn(-c2ccccc2)c(Cl)c1/C=N/O | -0.6 | -12.9 | -12.5 | 6.3 | 7.5 | -1.4 | -0.3 | 19.1

Random excerpt: four compounds from above
SMILES | CHOP UPR activ | TIM10 inh | Jurkat NFkB inh | 697 NFkB inh | tim10-1 inh | tim23-1 inh | UPR XBP1 act | Mdm2 MdmX PPI
COc1ccc(NC(=O)c2n[nH]c(=O)c3ccccc23)cc1S(=O)(=O)N1CCCCC1 | -0.1 | -12.8 | 24.4 | 14.3 | -6.3 | 7.5 | 0.2 | 12.7
Cc1ccc(C)c(S(=O)(=O)N2CCN(C(=O)CSc3ccccc3F)CC2)c1 | 1.1 | 4.8 | -0.7 | -4.3 | 17.5 | 30.9 | -4.0 | 21.3
O=C(c1ccc(Cl)cc1)N1CCCC(C(=O)N2CCCCC2)C1 (centres undefined) | -1.0 | 4.0 | 1.8 | 8.4 | 10.9 | 14.7 | -4.8 | 14.8
C#CCN(C(=O)Nc1ccccc1)c1ccccc1 | 2.8 | 6.6 | 16.2 | 11.8 | 7.7 | 11.7 | 0.9 | 4.3
